FBPA coupling cs = inhibits coupling enzyme system, counter-screen for aldolase hits | activity change, negative = inhibition, % at 58.2 µM, hits read low | AID 2472 | coupling enzyme system counterscreen, AmpLite Red fluorescence | 290,000 tested, 0.67% active; in the data active means activity change below about -30%; further: on the % scale 0 is the no-effect control and ±100 the full control effect
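First, compound is pin-transferred into glyceraldehyde-3-phosphate coupling-enzyme reagent at 57.5 uM final and held 10 min at RT. Next, substrate, coupling system and AmpLite Red are added. After 20 min RT, fluorescence (525/598 nm) is read.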
a7 integrin act = integrin-mediated muscular dystrophy alleviation activation. alpha7betagal myoblasts, beta-gal FDG fluorescence, 48 h. Potency, µM (doses to about 38.3 µM), for the others: at the top dose activation, most hits filed as activators. 350,000 tested, 0.064% active;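 further: potency means the concentration at half of the fitted maximal effect; 100% = response of the positive control SU9516; nearly all actives have a fitted effect of over 60% in size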
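Alpha7betagal+/- myoblasts (passage 13) were plated 16-24 hr, then exposed to compounds (1:260 dilution of DMSO stock) for 48 hours at 37C. After MPER lysis, β-galactosidase reporter activity was read as FDG fluorescence (ex 480/em 540) after 30 minutes.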
KCNH2 WT inh = blocks the wildtype human KCNH2 potassium channel; U2OS, BacMam KCNH2, thallium flux FluxOr; stronger effect = lower value; activity change, % at 1.84 µM; 340,000 tested, 0.37% active;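 active means maximum activity change below -70%; inconclusive means maximum activity change between -70% and -50%; inactive means maximum activity change above -50%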; further: on the % scale 0 is the no-effect control and ±100 the full control effect
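U2OS cells were transduced with wild-type KCNH2 virus (2.03 x 10^8 / mL) for 4 h at room temperature, then cultured overnight at 37 C. Thallium flux was read with FluxOr dye. Rate constants were normalized to DMSO controls.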
MBNL1 CUG block = MBNL1-poly(CUG) RNA binding inhibition | AID 2675 | Potency, µM (top dose mostly 57.5 µM), for the others: at the highest dose activity change, negative = inhibition, usual class: inhibitors | TR-FRET MBNL1-His/biotin-(CUG)12 binding, 665/545 ratio | 280,000 tested, 0.036% active; active means well fitted inhibition curve with a large enough effect in the signal ratio, with a control signal flat, not every such curve was filed as active; inconclusive means small, poorly fitted or top-dose-only effect, or effect the other way, or a change in a side signal; inactive means no such curve, though single readings can be large or run the other way; the % refers to the signal ratio; further: potency means the concentration at half of the fitted maximal effect; on the % scale 0 is the no-effect control and ±100 the full control effect
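TR-FRET readout: Ex 340 nm, 665/545 nm emission ratio, normalized to buffer-only (basal) and MBNL1-(CUG)12 controls. Complex of MBNL1-His with Biotin-(CUG)12, compounds 92 nM–58 uM, incubated 60 min at room temperature.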
GALK inhibitor = blocks human galactokinase activity | P51570 | Purified GALK, Kinase-Glo residual ATP luminescence | Potency, µM (top dose mostly 57.5 µM), for the others: at the top dose activity change, negative = inhibition, most hits filed as inhibitors | 270,000 tested, 0.007% active | AID 1868; further: potency means the concentration at half of the fitted maximal effect; on the % scale 0 is the no-effect control and ±100 the full control effect
Target sequence (P51570 whole entry, looked up): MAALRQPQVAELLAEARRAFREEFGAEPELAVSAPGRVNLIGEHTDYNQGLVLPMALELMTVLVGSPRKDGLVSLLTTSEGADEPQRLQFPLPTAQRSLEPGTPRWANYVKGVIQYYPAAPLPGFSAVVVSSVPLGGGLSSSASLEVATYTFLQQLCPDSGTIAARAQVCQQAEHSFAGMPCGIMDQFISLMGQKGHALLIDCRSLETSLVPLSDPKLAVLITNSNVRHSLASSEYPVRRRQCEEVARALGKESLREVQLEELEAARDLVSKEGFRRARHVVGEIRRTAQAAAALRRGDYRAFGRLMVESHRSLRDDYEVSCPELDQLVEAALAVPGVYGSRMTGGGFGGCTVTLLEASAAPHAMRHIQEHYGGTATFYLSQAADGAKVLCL
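Luminescence from leftover ATP (Ultra-Glo luciferase/luciferin) served as read-out after a 1 h room-temperature reaction of 5 nM GALK with 35 uM ATP and 100 uM galactose.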
ASM inhibitor = inhibitors of human secretory acid sphingomyelinase | P17405 | placental ASM, HMU-PC fluorogenic substrate, 60 min | 340,000 tested, 0.006% active | AID 504937 | Potency, µM (titrated, usually from 57.5 µM), for the others: at the highest dose activity change, negative = inhibition, actives largely listed as inhibitors; further: potency means the concentration at half of the fitted maximal effect
Target sequence (P17405 47-631 limits assumed): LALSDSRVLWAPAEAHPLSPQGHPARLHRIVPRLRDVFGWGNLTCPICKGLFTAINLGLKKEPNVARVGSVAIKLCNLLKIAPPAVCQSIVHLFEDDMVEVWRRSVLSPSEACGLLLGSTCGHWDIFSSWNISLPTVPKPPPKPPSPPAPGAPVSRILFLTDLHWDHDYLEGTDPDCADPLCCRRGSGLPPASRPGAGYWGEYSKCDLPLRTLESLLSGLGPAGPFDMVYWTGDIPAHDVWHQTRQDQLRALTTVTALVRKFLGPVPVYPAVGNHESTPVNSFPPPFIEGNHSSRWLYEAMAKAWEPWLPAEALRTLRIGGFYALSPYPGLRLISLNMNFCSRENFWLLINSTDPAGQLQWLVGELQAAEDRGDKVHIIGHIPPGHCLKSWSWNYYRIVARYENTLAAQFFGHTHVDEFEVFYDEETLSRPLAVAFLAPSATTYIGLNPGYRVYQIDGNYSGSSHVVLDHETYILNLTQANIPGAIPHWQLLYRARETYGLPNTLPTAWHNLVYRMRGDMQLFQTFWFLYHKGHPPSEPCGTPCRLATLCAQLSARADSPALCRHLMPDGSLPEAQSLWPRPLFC
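Steps: dispense placental human ASM, pin compound, wait 10 min at room temperature, add HMU-PC0 substrate at 9 uM final, incubate 60 min at 37 °C, add stop solution raising pH to 10, read fluorescence.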
TRPV1 agonist = human TRPV1 agonism. TRPV1-expressing cells, Fluo-8 calcium influx, agonist mode. activation, % at 8.33 µM. 320,000 tested, 0.19% active; in the data active means activation above about 80%; inconclusive means between about 30% and that limit; further: 0% is about no effect
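TRPV1-expressing cells were cultured overnight at 35.5C and loaded with Fluo-8 calcium dye for 40 to 90 min at room temperature. After a 10 s baseline, compound was added and calcium influx was read kinetically for 3 min (ex 480/em 520 nm).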
AT treatment = potential ataxia-telangiectasia treatment; […] A-T fibroblasts, KAP-1 phosphorylation AlphaLISA; neocarzinostatin DNA damage 30 min before lysis; Potency, µM (series often up to 57.5 µM), without a hit: at the top dose activation, actives largely listed as activators; 320,000 tested, 0.19% active; AID 485349; further: potency means the concentration at half of the fitted maximal effect; % of control where 0% means no effect; nearly all actives have a fitted effect of over 45% in size
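hTERT-immortalized A-T patient fibroblasts ([…]), 500 cells/well in OPTI-MEM, 1% FBS, got compounds for 60 min, then NCS for 30 min at 37C. Lysates were then assayed for phospho-KAP-1 by AlphaLISA (anti-pKAP1 donor, anti-KAP1 acceptor beads), 6 hr at 25C.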
KCNH2 3.1 block = blocks the human KCNH2 3.1 channel isoform; 340,000 tested, 0.95% active; AID 720553; U2OS KCNH2 3.1, thallium flux FluxOr; stronger effect = lower value; activity change, % (tested at about 1.8 µM);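 active means maximum activity change below -70%; inconclusive means maximum activity change from -70% to -50%; inactive means maximum activity change above -50%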;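 further: thallium influx rate constant from kinetic fluorescence after stimulation buffer; on the % scale 0 is the no-effect control and ±100 the full control effect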
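Channel expression came from 3.1 mutant virus (1.77 x 10^8 /mL) applied to suspended U2OS cells for 4 h. Flux was tracked with FluxOr dye plus Red40 quencher, and kinetic rate constants normalized to controls.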
CXXC DNA block = MLL CXXC-DNA interaction inhibition; Q03164; MLL-CXXC / FITC-HOXA9 DNA fluorescence polarization; Potency, µM (doses to about 115 µM), without a hit: at the top dose activity change, negative = inhibition, actives largely listed as inhibitors; 290,000 tested, 0.037% active; AID 2662; active means well fitted inhibition curve with a large enough effect in the polarisation, with a control signal flat, not every such curve was filed as active; inconclusive means small, poorly fitted or top-dose-only effect, or effect the other way, or a change in a side signal; inactive means no such curve, though single readings can be large or run the other way; the % refers to the polarisation; further: potency means the concentration at half of the fitted maximal effect
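Purified MLL-CXXC (added from a 7 uM solution) was preincubated 5 min at ambient with pinned compounds in 50 mM Tris-HCl pH 7.5, 50 mM NaCl, 1 mM DTT, 0.05% BSA. Fluorescein-labeled HOX-A9 DNA (50 nM solution) followed, 30 min, then polarization read.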
* = called active by the depositor; i = inactive; u = inconclusive; x = not tested or not shown; [ ] = dose if it differs, or a comment. Unless noted, the call rests on the fitted dose curve; in most records, active means well fitted curve in the direction sought with a large enough effect; inconclusive means small, poorly fitted or top-dose-only effect, or another doubt; inactive means no such curve, though single readings can be large; an effect the other way counts as inactive or inconclusive.

SMILES | FBPA coupling cs | a7 integrin act | KCNH2 WT inh | MBNL1 CUG block | GALK inhibitor | ASM inhibitor | TRPV1 agonist | AT treatment | KCNH2 3.1 block | CXXC DNA block
CCOC(=O)N1CCC(Nc2c(Nc3ccc(F)cc3)c(=O)c2=O)CC1 | 2 | -55%[inhibitor] | -10 | 4% | 0% | 0% | 3 | -3% | -11 | -9%
O=C(O)C1CC(=O)N(c2ccc(Br)cc2)C1 (stereo not drawn) | 16 | 18% | 4 | -11% | -1% | 6% | 19 | -2% | 3 | 16%
Nc1cccc(-c2ccc(CO)o2)c1 | 4 | -4% | -5 | 6% | 1% | 3% | -2 | -1% | -19 | 1%
c1ccc(NC(c2ccccc2)c2ccncc2)cc1 (stereo not drawn) | -5 | 34% | 30 | 6% | -1% | -2% | -1 | 9% | 8 | 1%
CS(=O)(=O)Nc1cccc(-c2cn3c(n2)SCC3)c1 | 0 | 5% | 1 | -4% | 0% | -19% | -1 | -6% | 3 | -11%
CCc1nccn1CCC(=O)N1CCc2c([nH]c3ccccc23)C1CC(C)C (stereo not drawn) | 1 | 0% | 5 | 4% | 1% | 5% | 2 | 2% | u | -5%
O=C(O)CC(CNC(=O)C1CCCN1C(=O)OCc1ccccc1)c1ccccc1 (stereo not drawn) | -4 | -40% | 3 | 3% | 0% | 2% | 2 | 1% | 4 | u
CCOC(=O)N1CCN(Cc2nc3c(c(=O)n(C)c(=O)n3C)n2CCCc2ccccc2)CC1 | 1 | -13% | 0 | 2% | -1% | -4% | 2 | -1% | 5 | -5%
CCOC(=O)N1CCN(C(=O)c2cc3c(s2)-c2c(C)cccc2OC3)CC1 | -1 | -15% | -2 | 42%[activator] | 5% | 441%[activator] | u | 11% | 16 | 4%
COc1cc(NC(=O)c2ccccc2F)ccc1NC(=O)c1cc2ccccc2o1 | 5 | 23% | 0 | 3% | 6% | 19% | 8 | 38% | -71* | 36%[activator]
Cc1cc(C)n(-c2nc3c(c(=O)[nH]c(=O)n3C)n2CCc2ccccc2)n1 | 1 | -3% | -9 | -1% | 0% | 6% | 1 | -2% | -4 | -5%
CCc1ccc(NC(=O)CSc2ccc(-c3ccccn3)nn2)cc1 | x | -6% | 10 | 5% | 9% | -4% | u | 67% | 11 | -11%
O=C(Nc1n[nH]c(=S)s1)c1ccco1 | 0 | 12% | -6 | 6% | x | 1% | 3 | 6% | 3 | 7%
CC1CCCCC1NC(=O)c1ccc2c(c1)OCCO2 (stereo not drawn) | x | 18% | -1 | x | x | 6% | 5 | 9% | -11 | x
CN(C)S(=O)(=O)c1cccc(NC(=O)CCNC(=O)c2ccccc2Cl)c1 | 1 | 11% | -5 | -8% | 1% | 2% | -2 | -1% | -1 | 0%
O=C(Nc1ccc(Cl)cn1)c1ccc(-c2ccc(Cl)c(Cl)c2)o1 | x | 26% | -16 | x | x | -1% | x | x | -12 | x
Brc1ccc(-c2c[n+]3c(n2-c2ccccc2)SCC3)cc1 | 1 | -43% | 6 | -6% | 1% | 1% | 2 | 30% | -20 | -12%
Nc1nnc(/C=C/c2ccccc2Cl)s1 | 0 | 13% | -11 | x | 2% | 85%[activator] | x | -5% | -3 | 3%
O=C(NCc1cccnc1)c1cc(Cl)ccc1[N+](=O)[O-] | 1 | -18% | -36 | u | 2% | 3% | 8 | -6% | 10 | 1%
CC1CCCC(C)N1C(=O)COc1ccc(F)cc1 (stereo not drawn) | 3 | -1% | 3 | -1% | 4% | 0% | 1 | 4% | 28 | 5%
CS(=O)(=O)Nc1cccc(C2=NN(S(C)(=O)=O)C(c3ccccc3)C2)c1 (stereo not drawn) | -3 | -9% | -20 | 5% | 2% | -1% | -4 | 4% | x | 12%
CCOC(=O)C(Sc1ncc(C#N)c(N)n1)C(C)C (stereo not drawn) | -6 | 25% | 5 | -2% | 1% | 17% | 0 | x | -8 | 32%[activator]
Cc1ccc(C)c2c1sc(=NC(=O)CN1C(=O)CCC1=O)n2C | -1 | 8% | -24 | -10% | 1% | 7% | 2 | 5% | 15 | -2%
Cc1ccc(N=Cc2cc(Cl)cc(Cl)c2O)nc1 | -16 | -26% | -333* | -7% | 0% | 49%[activator] | -2 | 1% | 2 | 3%
COc1ccc(C(=O)NC(NC(=S)Nc2ccc(S(N)(=O)=O)cc2)C(Cl)(Cl)Cl)cc1 (stereo not drawn) | 0 | -8% | 0 | -1% | 0% | -17% | 26 | -7% | 4 | 6%
COc1ccc(NC2CCCN(C(=O)CCN3Cc4ccccc4C3=O)C2)cc1 (stereo not drawn) | 4 | 0% | 0 | 3% | 5% | 4% | 19 | -3% | 5 | -3%
CN(Cc1cnn(-c2ccccc2)c1)C(=O)C1CCC(=O)N(C2CC2)C1 (stereo not drawn) | 0 | u | 5 | -1% | 0% | -1% | 2 | 8% | 6 | 10%
COc1cc(CC(=O)OCn2nnc3ccccc3c2=O)cc(OC)c1OC | 4 | 25% | 6 | -2% | -6% | 3% | -1 | -1% | 4 | -1%
O=C1c2ccccc2NC(c2ccccc2)N1/N=C/c1ccccc1 (stereo not drawn) | x | 6% | 8 | 4% | -1% | 24% | 9 | -4% | 10 | 6%
COCCNC(=S)NCCCNc1nc2cc3c(cc2cc1C#N)OCO3 | -26 | -10% | 6 | u | 0% | i | -11 | u | -8 | 2%

The closing two compounds of the section above open the next one:
SMILES | FBPA coupling cs | a7 integrin act | KCNH2 WT inh | MBNL1 CUG block | GALK inhibitor | ASM inhibitor | TRPV1 agonist | AT treatment | KCNH2 3.1 block | CXXC DNA block
O=C1c2ccccc2NC(c2ccccc2)N1/N=C/c1ccccc1 (stereo not drawn) | x | 6% | 8 | 4% | -1% | 24% | 9 | -4% | 10 | 6%
COCCNC(=S)NCCCNc1nc2cc3c(cc2cc1C#N)OCO3 | -26 | -10% | 6 | u | 0% | i | -11 | u | -8 | 2%
Cc1ccc(NC(=S)N(Cc2ccc(Cl)cc2)Cc2ccc(C(=O)O)cc2)cc1Cl | 1 | -3% | -18 | -5% | -2% | 0% | 5 | 5% | 0 | -5%
COC(=O)c1cc(OC)c(OC)cc1NC(=S)N1CCOCC1 | -2 | 1% | -4 | -3% | -2% | 6% | 4 | 5% | 14 | 11%
CC(C)(C)c1nc2ccc(NS(=O)(=O)c3ccc(F)c(F)c3F)cc2[nH]1 | 0 | 40% | -3 | 5% | -4% | 5% | 0 | -2% | 33 | -12%
O=C1CC(c2ccccc2)Sc2ccccc2N1 (stereo not drawn) | -1 | -30%[inhibitor] | 1 | -7% | 6% | -1% | 7 | 1% | -16 | -4%
CN(C)CCCNC(=O)C[C@H]1C[C@H](C(=O)N2CCCCC2)[C@@]2(CCc3ccccc3)c3[nH]c4cc(-c5ccco5)ccc4c3CCN2C1=O | x | -41%[inhibitor] | -34 | x | x | u | x | 8% | 5 | x
Cc1cc(C(C)(C)C)oc1C(=O)Nc1ccc(CC(=O)O)cc1 | 0 | 2% | -11 | 1% | 0% | 1% | 3 | 8% | 3 | -11%
CCC(C)n1c(SCc2ccccc2)nc2ccsc2c1=O (stereo not drawn) | 1 | -10% | -13 | -2% | 1% | -5% | 7 | 18% | -14 | 0%
COC(=O)Nc1nn(-c2ccc(Cl)cc2)c(=O)c(C#N)c1C | -3 | 22% | 4 | u | 6% | 7% | -2 | 9% | 21 | -11%
CCOC(=O)C=C(C(=O)OCC)C(=O)OCC | -2 | -20% | -5 | 12% | 1% | 5% | 0 | 0% | -8 | -2%
Cc1ccc(S(=O)(=O)NCC(=O)OCC(=O)c2cc(C)n(-c3ccccc3)c2C)cc1 | 6 | 2% | -11 | -6% | 0% | x | -7 | 3% | 1 | -8%
CC(Sc1nc2ccccc2n1C)C(=O)NC(c1ccccc1)c1ccccc1 (stereo not drawn) | 1 | 0% | -3 | 0% | 0% | -5% | 3 | 12% | -13 | -2%
CCN1C(=O)CC(N2CCC(c3nc4ccccc4[nH]3)CC2)C1=O (stereo not drawn) | 2 | -32% | 7 | x | 2% | -2% | -3 | -3% | -12 | -3%
CCOC(=O)N1CCN(CCC(=O)Nc2ccccc2OC)CC1 | 1 | -7% | 3 | -15% | -4% | -3% | -1 | x | 23 | -5%
COc1cc2cc(C(=O)N3CCOCC3)cc(-c3ccc(C)cc3)c2cc1OC | -1 | -11% | x | 5% | x | -12% | 28 | 9% | 5 | 5%
COc1cc(/C=N/n2nnnc2N)cc(Cl)c1OC | x | -15% | -3 | x | x | 0% | x | x | -13 | x

Assay outcomes: PubChem BioAssay, National Center for Advancing Translational Sciences (NCATS)
